Compound activity (PubChem BioAssay)
RORg inh: qHTS for inhibitors of ROR gamma transcriptional activity. 310,000 compounds, 5.4% hits. Potency, µM (doses to about 53.6 µM), without a hit: top-dose activity change, negative = inhibition, usual class: inhibitors. AID 2551, 2010. Drosophila S2 Gal4-RORgamma UAS-luciferase reporter, 20 h; note: % is set by controls: 0 for no effect and ±100 for the full control effect; nearly all actives have a fitted effect of over 60% in size
Target sequence (P51450 whole entry, looked up, the tested form may be a part): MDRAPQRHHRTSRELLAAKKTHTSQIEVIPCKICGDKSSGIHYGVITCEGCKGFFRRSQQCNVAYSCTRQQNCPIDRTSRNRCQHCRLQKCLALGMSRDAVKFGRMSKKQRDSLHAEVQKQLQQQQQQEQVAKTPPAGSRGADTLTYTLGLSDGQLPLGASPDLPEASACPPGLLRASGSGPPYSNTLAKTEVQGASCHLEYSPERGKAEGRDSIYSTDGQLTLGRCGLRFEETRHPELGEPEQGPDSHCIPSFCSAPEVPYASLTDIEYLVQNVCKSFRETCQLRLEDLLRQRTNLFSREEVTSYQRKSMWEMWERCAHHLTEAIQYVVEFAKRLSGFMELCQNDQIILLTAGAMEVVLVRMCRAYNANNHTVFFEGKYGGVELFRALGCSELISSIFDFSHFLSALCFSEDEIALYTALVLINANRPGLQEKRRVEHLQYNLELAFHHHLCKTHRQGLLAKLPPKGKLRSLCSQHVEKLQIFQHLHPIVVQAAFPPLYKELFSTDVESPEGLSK
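Luciferase reporter read in Schneider cells carrying Gal4-RORγ (mouse) and UAS-Photinus luciferase; cells given compound 1 h before 700 uM copper sulfate induction, then incubated 20 h at ambient temperature.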
uPA generation: qHTS for Inhibitors of Cell Surface uPA Generation; AID 540303, 2011; Potency, µM (top dose mostly 38.3 µM), for inactives: top-dose activity change, negative = inhibition, usual class: inhibitors; cell surface uPA generation assay, qHTS; 330,000 compounds, 0.31% hits; active = well fitted inhibition curve with a large enough effect; inconclusive = small, poorly fitted or top-dose-only effect; inactive = no such curve, though single readings can be large or run the other way; tested in mouse RAW 264.7 cells; note: % is set by controls: 0 for no effect and ±100 for the full control effect; nearly all actives have a fitted effect of over 55% in size
MBNL1-CUG inh: qHTS Assay for Inhibitors of MBNL1-poly(CUG) RNA binding; Muscleblind-like protein 1 (Homo sapiens), Q9NR56; TR-FRET MBNL1-His/biotin-(CUG)12 binding, 665/545 ratio; Potency, µM (highest dose often 57.5 µM), for the others: top-dose activity change, negative = inhibition, usual class: inhibitors; 280,000 compounds, 0.036% hits; AID 2675, 2010; active = well fitted inhibition curve with a large enough effect in the signal ratio, with a control signal flat, not every such curve was filed as active; inconclusive = small, poorly fitted or top-dose-only effect, or effect the other way, or a change in a side signal; inactive = no such curve, though single readings can be large or run the other way; the % refers to the signal ratio; note: % is set by controls: 0 for no effect and ±100 for the full control effect
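Ratiometric TR-FRET (665 over 545 nm, excitation 340 nm) tracks disruption of MBNL1-His/biotin-(CUG)12 complex after 60 min at room temperature, with compounds at 92 nM to 58 uM final.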
VP16 counter: VP16 counterscreen qHTS for inhibitors of ROR gamma transcriptional activity; Drosophila S2 Gal4-VP16 UAS-luciferase, luminescence, 20 h; Potency, µM (top dose mostly 53.6 µM), without a hit: at the highest dose activity, negative = inhibition, usual class: inhibitors; 310,000 compounds, 3.5% hits;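 note: Gal4-VP16 expression switched on by copper sulfate through the metallothionein promoter; % is set by controls: 0 for no effect and ±100 for the full control effect; nearly all actives have a fitted effect of over 50% in size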
FLuc modulator: qHTS profiling assay for firefly luciferase inhibitor/activator using purifed enzyme and Km concentrations of substrates (counterscreen for miR-21 project) | 360,000 compounds, 6.9% hits | Potency, µM (series often up to 57.5 µM), inactives show top-dose activity change, negative = inhibition, hits mostly inhibitors | AID 588342, 2011 | purified FLuc, Km substrates, luminescence inhibition | Luciferin 4-monooxygenase (Photinus pyralis), P08659;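 note: plate controls were vehicle for no effect and reference inhibitor for full effect; nearly all actives have a fitted effect of over 55% in size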
Target sequence (P08659 whole entry, looked up): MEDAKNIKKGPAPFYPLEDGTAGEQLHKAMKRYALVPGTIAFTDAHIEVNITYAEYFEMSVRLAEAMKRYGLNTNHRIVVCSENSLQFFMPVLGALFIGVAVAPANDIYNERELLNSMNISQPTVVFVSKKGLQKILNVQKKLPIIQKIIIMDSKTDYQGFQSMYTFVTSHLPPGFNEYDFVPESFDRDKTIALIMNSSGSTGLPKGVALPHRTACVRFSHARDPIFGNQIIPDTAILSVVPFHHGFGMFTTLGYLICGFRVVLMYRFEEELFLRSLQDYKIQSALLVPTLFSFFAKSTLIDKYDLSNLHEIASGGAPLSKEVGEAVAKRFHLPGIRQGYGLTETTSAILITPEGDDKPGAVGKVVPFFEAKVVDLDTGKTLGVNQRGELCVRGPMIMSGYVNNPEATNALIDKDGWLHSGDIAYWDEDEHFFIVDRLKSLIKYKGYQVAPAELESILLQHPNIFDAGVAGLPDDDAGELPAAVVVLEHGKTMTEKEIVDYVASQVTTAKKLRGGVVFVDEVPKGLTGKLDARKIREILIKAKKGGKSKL
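Biochemical qHTS of compounds, final roughly 60 µM downward over six points, against 10 nM purified firefly luciferase using Km concentrations of substrates (10 uM D-luciferin, 10 uM ATP) in Tris acetate pH 7.5 buffer; luminescence output.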
BRCA1 expr up: qHTS Assay to Identify Small Molecule Activators of BRCA1 Expression; 380,000 compounds, 1.1% hits; MCF7-BRCA1-FFLuc reporter, luminescence, 48 h; response scale: scaled: vehicle 0%, 10 µM genistein 100%; Potency, µM (titrated, usually from 46.1 µM), for the others: top-dose activation, most hits filed as activators; note: nearly all actives have a fitted effect of over 80% in size; some results filed as inactive show a strong effect at the top dose
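MCF7-BRCA1-FFLuc, 2000 cells/well; 2 h attach, 37 °C/5% CO2; compound 48 h; luciferase substrate 15 min; luminescence end-point. Norm. to genistein 10 microM max activation and DMSO; concentration-response curves fitted.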
Rab9 promoter act: qHTS Assay for Rab9 Promoter Activators. Potency, µM (highest dose often 9.22 µM), for the others: at the top dose activation, negative = inhibition, hits mostly activators. Huh7 Rab9 promoter-luciferase reporter, luminescence, 24 h. AID 485297, 2010. 320,000 compounds, 2.8% hits; note: % of control where 0% means no effect; nearly all actives have a fitted effect of over 60% in size
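Measured in stably transfected Huh7 cells bearing a Rab9 promoter–luciferase construct: 24 h compound treatment at 37 °C, followed by luminescence detection.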
ELG1 genotoxic: qHTS screen for small molecules that induce genotoxicity in human embryonic kidney (HEK293T) cells expressing luciferase-tagged ELG1; HEK293T ELG1-luciferase reporter, luminescence, 16 h; Potency, µM (titrated, usually from 46 µM), for inactives: at the top dose activity change, positive = activation, most hits filed as activators; 330,000 compounds, 1.3% hits; AID 504466, 2011; note: % of control where 0% means no effect; nearly all actives have a fitted effect of over 60% in size
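Cells (2,000/well) expressing the ELG1-luciferase fusion are dosed by pin tool and kept 16 hr at 37 °C, 5% CO2. Signal comes from ONE-Glo luciferase reagent after 30 min at room temperature.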
NPC1 prom act: qHTS Assay for NPC1 Promoter Activators | 320,000 compounds, 2.4% hits | Huh7 NPC1 promoter luciferase reporter, 24 h | Potency, µM (top dose mostly 9.22 µM), without a hit: top-dose activation, most hits filed as activators;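 note: % of control where 0% means no effect; nearly all actives have a fitted effect of over 60% in size; reporter is driven by a mutant NPC1 promoter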
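Stable NPC1-promoter luciferase Huh7 line; cpd (DMSO) 24 h, 37 °C, 5% CO2; Amplite luciferase reagent 10 min RT; luminescence readout. qHTS format.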
MLL CXXC-DNA inh: qHTS Fluorescence Polarization Assay for Inhibitors of MLL CXXC domain - DNA interaction; Histone-lysine N-methyltransferase 2A (Homo sapiens), Q03164; MLL-CXXC / FITC-HOXA9 DNA fluorescence polarization; Potency, µM (series often up to 115 µM), without a hit: at the top dose activity change, negative = inhibition, hits mostly inhibitors; 290,000 compounds, 0.037% hits; AID 2662, 2010; active = well fitted inhibition curve with a large enough effect in the polarisation, with a control signal flat, not every such curve was filed as active; inconclusive = small, poorly fitted or top-dose-only effect, or effect the other way, or a change in a side signal; inactive = no such curve, though single readings can be large or run the other way; the % refers to the polarisation
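Steps: dispense CXXC domain solution (7 uM) → pin compounds or unlabeled HOX-A9 DNA control → 5 min ambient → add FLSN-HOX-A9 solution (50 nM) → spin → 30 min ambient → fluorescence polarization. Tris pH 7.5/NaCl/DTT/BSA buffer.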
p53 reactivation: qHTS assay for re-activators of p53 using a Luc reporter. H1299 p53-A138V BP100-luciferase reporter, luminescence, 24 h. Potency, µM (titrated, usually from 92.2 µM), for the others: at the top dose activity change, positive = activation, actives largely listed as activators. 320,000 compounds, 0.063% hits. AID 504706, 2011; note: % of control where 0% means no effect; nearly all actives have a fitted effect of over 45% in size
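H1299 (p53-null), stable ts p53-A138V + BP100-Luc; 1000 cells/well, Opti-MEM/10% FBS; cpd 4 pt, 1:5; 24 h, 37 deg C, 5% CO2; detection reagent 10 min RT; luminescence.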
An asterisk follows results filed as active; ? = inconclusive; . = no result given; & = joins results of further samples; [ ] = another dose, or the depositor's remark. Unless noted, calls come from the whole dose curve; as a rule, active = well fitted curve in the direction sought with a large enough effect; inconclusive = small, poorly fitted or top-dose-only effect, or another doubt; inactive = no such curve, though single readings can be large; an effect the other way counts as inactive or inconclusive. Potency is the fitted concentration of half-maximal effect. Some of the compounds tested. The share of hits here may be higher or lower than overall.

mol	RORg inh	uPA generation	MBNL1-CUG inh	VP16 counter	FLuc modulator	BRCA1 expr up	Rab9 promoter act	ELG1 genotoxic	NPC1 prom act	MLL CXXC-DNA inh	p53 reactivation
CCN(CC)c1ccc(NC(=O)CCS(=O)(=O)c2cccc3nsnc23)c(C)c1	-12%	-4%	?	-15%	1%&-14%	-5%	1%	-1%	-2%	-1%	-6%
COc1ccc(NC(C)=O)cc1NC(=O)CN1CCN(C2c3ccccc3-c3ccccc32)CC1	?	7%	8%	0%	0%	-52%	0%	-14%	1%	0%	11%
O=C(COC(=O)c1ccccn1)Nc1nc(-c2cccc([N+](=O)[O-])c2)cs1	13µM*	-2%	?	35µM*	-2%	11%	-2%	1%	2%	14%	15%
CCOc1cc2[nH]c(=O)n(CCCCCC(=O)NCc3ccco3)c(=O)c2cc1OCC	-18%	-2%	-4%	0%	2%	-13%	-5%	11%	2%	2%	-3%
O=[N+]([O-])c1ccc(O)c(C=Nc2ccc3oc(Cc4ccc(Cl)cc4)nc3c2)c1	-29%	.	?	-17%	-18%	.	29%	-4%	4%	-3%	-2%
O=C1COc2ccc(S(=O)(=O)N3CCC(C(=O)NCc4ccc(F)cc4)CC3)cc2N1	0%	2%	0%	-4%	0%	-7%	4%	0%	-2%	3%	3%
Cc1ccc(Cn2cccc(NC(=O)c3ccco3)c2=O)cc1	41%	-2%	6%	0%	15µM*	15%	?	19%	28%	0%	13%
Cc1ccc(Cl)c(NC(=O)CSc2n[nH]c(=O)n2C2CC2)c1Cl	.	11%	.	.	-2%	-3%	-4%	4%	1%	.	7%
COc1ccc(CCNc2ccc(S(N)(=O)=O)cn2)cc1	0%	2%	-7%	-11%	6%	-19%	-1%	6%	3%	7%	1%
O=C(OCc1ccc(Br)cc1)c1cccnc1	-13%	-4%	3%	3%	-12%	-26%	-5%	0%	1%	-5%	8%
CN(C(=O)COC(=O)C1CCN(S(=O)(=O)c2c(Cl)cccc2Cl)CC1)c1ccccc1	.	-3%	.	.	1%	-3%	-9%	0%	-5%	.	6%
CCCn1c(SCC(=O)Nc2ccc(S(=O)(=O)N(C)C)cc2)n[nH]c1=O	23%	-7%	-11%	11%	0%	3%	-6%	-3%	1%	-1%	7%
COc1cc(/C=C/C(=O)OCN2C(=O)c3ccccc3C2=O)ccc1OC(F)F	-1%	-5%	2%	0%	2%	16%	-3%	6%	-1%	7%	14%
CC1(C(=O)Nc2ccccc2)Cc2ccccc2C(=O)O1 (stereo not drawn)	-5%	-1%	5%	1%	2%	0%	3%	-1%	-5%	1%	-4%
O=S(=O)(c1ccc(-c2n[nH]c(=S)o2)cc1)N1CCCC1	-15%	1%	37%[activator]	6%	-3%	-13%	0%	3%	-2%	-7%	5%
COc1cccc(N2CCN(CC(=O)c3c[nH]c4ccc(OC)cc34)CC2C)c1 (stereo not drawn)	42%	13%	-6%	3%	3%	-33%	-7%	-9%	0%	15%	-12%
O=C(NC(=S)NCCO)c1cn(-c2ccccc2)nc1-c1ccccc1	10µM*	6%	5%	?	?	27%	-3%	-7%	-2%	-9%	4%
COc1ccc(-c2nc(CSCC(=O)NCC3CCCO3)c(C)o2)cc1OC (stereo not drawn)	11%	-3%	0%	1%	1%	-1%	2%	1%	-1%	-1%	-4%
COc1ccc(-c2cc3ccccc3[nH]2)cc1	4%	-3%	.	-4%	4.8µM*	5%	2µM*	?	3.5µM*	0%	?
CSc1ccc(NC(=O)CSc2nc3[nH]c(=O)cc(O)c3s2)cc1	.	9%	.	.	?	6%	3%	1%	0%	.	?
CC(C)OC(=O)CSc1nc2c(c(C3CC=CCC3)c1C#N)CCC2 (stereo not drawn)	?	8%	-10%	-3%	3%	6%	6%	-1%	1%	16%	4%
COc1ccc(C2(CN(C(C)=O)C(C)=O)CCCC2)cc1OC	0%	1%	6%	2%	0%	-13%	-1%	-5%	0%	-1%	-4%
Cc1ccc(CN2CCSc3ccc(C(=O)NC4CCN(Cc5ccccc5)CC4)cc32)cc1	?	1%	2%	25%	-3%	-37%	-4%	-6%	-7%	8%	0%
CC(CCc1ccc(O)cc1)N(C)CCc1ccccc1 (stereo not drawn)	14%	.	-4%	-1%	0%	1%	1%	-2%	0%	-2%	-1%
COc1cc(/C=N/NC(=S)Nc2cccnc2)cc(OC)c1OC	-1%	0%	3%	1%	?	-38%	-11%	11%	-4%	-4%	-2%
Cc1cc(C)c2c(c1)/C(=N/NC(=O)c1ccc(O)cc1)CCC2	?	1%	-2%	?	-19%	-19%	-6%	-1%	-6%	7%	-3%
C=CCn1c(SCC(=O)Nc2ccc(F)cc2)nc2ccccc2c1=O	?	7%	4%	-13%	9%	-6%	1%	4%	-4%	4%	.
CC(Oc1ccccc1)c1ccnc(N)n1 (stereo not drawn)	-11%	1%	-4%	?	-3%	22%	1%	4%	-4%	-2%	4%
CCCN1CCC(=O)N([C@H](CO)Cc2ccccc2)CC1	1%	11%	-1%	-1%	-1%	-34%	0%	4%	-4%	2%	.
CC(C)Oc1ccc(C(=O)NCCCNC(=O)c2cccnc2)cc1	12%	-3%	7%	-3%	-3%	41%	16%	12%	3%	?	15%
COc1cc(CN2CCN(Cc3ccc(SC)cc3)CC2)cc(OC)c1O	-2%	-3%	-10%	-3%	0%	21%	-2%	-8%	0%	7%	5%
Cc1cc(C)n(CCC(=O)N/N=C/c2ccc(Br)c([N+](=O)[O-])c2)n1	43%	-4%	?	6%	1%	-81%[inhibitor]	0%	1%	4%	5%	6%
NNC(=O)CN1C(c2ccc(Br)cc2)=Nc2ccc(Br)cc2C1c1ccccc1 (stereo not drawn)	-13%	12%	7%	-22%	-1%	-38%	5%	1%	-1%	0%	-2%
C/C(CCC1CC(C)(C)OC1=O)=N\NC(N)=S (stereo not drawn)	-102%	-17%	-9%	-9%	-2%	0%	-2%	0%	?	9%	-2%
CCOC(=O)c1cnc2c(-c3ccc(Cl)cc3)c(C)nn2c1N	0%	1%	-12%	4%	-19%	-10%	-5%	?	-5%	-9%	6%
O=C(NC(=S)N1CCN(c2ccc([N+](=O)[O-])cc2)CC1)c1ccccc1	0.28µM*	0%	9%	0.56µM*	-5%	-7%	15%	11%	17%	-4%	7%
O=C(c1cc(-c2cccc(O)c2)on1)N1CCc2ccccc2C1	21%	-4%	-4%	1%	?	74%	-2%	?	-2%	-8%	6%
Cc1ccc(-c2nnc(-n3ncc(C#N)c3N)c3ccccc23)cc1C	2%	4%	-3%	-1%	5%	-25%	-9%	-4%	4%	-2%	-5%
COc1ccc(-c2noc(N3CCC(C(=O)Nc4cc(OC)ccc4OC)CC3)n2)cc1	20%	-3%	7%	-9%	-16%	-12%	7%	-6%	0%	.	.
O=C1C(Cl)=C(N2CCC(C(=O)O)CC2)C(=O)c2ccccc21	?	?	.	0%	?	-60%	6%	2%	-12%	?	-12%
CC(=O)N1CCN(S(=O)(=O)c2ccc(C)cc2)C1C (stereo not drawn)	.	1%	.	.	2%	-7%	-1%	-4%	3%	.	-5%
COc1ccc(Cl)cc1C(=O)NNC(=O)c1cccnc1	2%	3%	-4%	22%	?	36%	-5%	3%	-1%	3%	9%
Cc1nc2cc(-c3ccsc3-n3c(C)ccc3C)[nH]n2c(=O)c1Cl	0%	-5%	1%	8%	1%	-19%	-2%	-9%	0%	-6%	5%

Taken from above.
`NNC(=O)CN1C(c2ccc(Br)cc2)=Nc2ccc(Br)cc2C1c1ccccc1` (stereo not drawn) | ELG1 genotoxic = 1%
`COc1ccc(Cl)cc1C(=O)NNC(=O)c1cccnc1` | VP16 counter = 22%
